PMK inhibit: blocks S. pneumoniae phosphomevalonate kinase; purified PMK, PK/LDH-coupled NADH absorbance 340 nm; inhibition, % at 10 µM; actives 0.49% (n = 65,000);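 active = top-ranked compounds by inhibition in the single 10 µM screen, taking a fixed number of the strongest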;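 also: 0% = full reaction with DMSO carrier and 100% = background rate without enzyme reaction; no value below 0 was filed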
HPDE-C7 cytotoxicity: HPDE-C7 pancreatic duct cell viability loss – fluorescence, HTS (AID 430); HPDE-C7 pancreatic duct cells viability, fluorescence; higher % means a stronger effect; one-dose cytotoxicity, % at 10 µM; EC50 in µM for titrated hits; actives 1.8% (n = 63,000);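 also: cells exposed to compound for 48 hours before viability readout; 0% = vehicle and 100% = reference cytotoxic drug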
KRASV12 cytotoxicity: cytotoxicity in KRAS-transformed pancreatic duct cells, primary screen, cell-based, fluorescence, HTS (AID 431); actives 1.7% (n = 63,000); cytotoxicity, % at 10 µM; hits with a dose series show EC50 in µM; HPDE-C7K KRASV12 cells, Alamar Blue viability, 48 h; higher % means a stronger effect;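 active = compounds whose percent cytotoxicity in the single-dose primary screen, scaled between solvent and toxic-drug controls, exceeds 50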;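 also: 0% = DMSO solvent wells and 100% = doxorubicin-treated wells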
Alkaline phosphatase: inhibition of tissue-nonspecific alkaline phosphatase – biochemical, luminescent (AID 518); purified TNAP enzyme, luminescent substrate readout; higher % means a stronger effect; inhibition, % at 20 µM, or IC50 in µM where a hit was titrated; actives 0.09% (n = 64,000); in the data active = a potency from the dose series; inactive = the rest, 99 in 100 with inhibition below about 22%;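 also: plate controls were vehicle for no effect and reference inhibitor for full effect; many of its hits are not listed in these tables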
LYP inhibition: inhibition of human PTPN22 tyrosine phosphatase – biochemical, DiFMUP fluorescence, recombinant catalytic domain, 10 µM, primary screen (AID 606); inhibition, % at 10 µM; hits with a dose series show IC50 in µM; 52,000 tested, under 10 active; recombinant LYP catalytic domain, DiFMUP fluorescence; higher % means a stronger effect;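 active = IC50 under 40 µM in the dose-response test; inactive = IC50 of 40 µM or more, or never dose-tested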
DPM-DC inhibit: inhibitors of Streptococcus pneumoniae diphosphomevalonate decarboxylase. AID 556. actives 0.49% (n = 65,000). purified DPM-DC, PK/LDH coupled NADH fluorescence. calls only at 10 µM;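 active = the 320 compounds with the highest percent inhibition in the single-dose primary screen, excluding strongly autofluorescent ones, cut at about 32% in these data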;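 also: kinetic rate of NADH fluorescence loss reporting ADP formed by the decarboxylase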
Bfl-1 displacement: Bfl-1 inhibitors, primary screen, biochemical, fluorescence polarization, FITC-Bid, mouse (AID 432). FITC-Bid BH3 peptide fluorescence polarization displacement; higher % means a stronger effect. displacement, % at 20 µM, or IC50 in µM where a hit was titrated. actives 0.02% (n = 64,000); in the data active = a potency from the dose series; inactive = the rest, 99 in 100 with displacement below about 15%; also: strong numbers were not always called active
HT1080 cytotoxicity: cytotoxicity in HT1080 fibrosarcoma cells, cell-based, fluorescence readout (AID 620). HT1080 viability, fluorescence; higher % means a stronger effect. cytotoxicity, % at 10 µM, or EC50 in µM where a hit was titrated. actives 0.42% (n = 87,000);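 also: cells exposed to compound overnight then 4 h with Alamar Blue; 0% = vehicle DMSO and 100% = killing control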
Spn MK inh: blocks S. pneumoniae mevalonate kinase; purified MK, PK/LDH-coupled NADH absorbance 340 nm; inhibition, % at 10 µM; actives 0.48% (n = 65,000); AID 555;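 active = ranked among the strongest by inhibition in the single 10 µM screen, a fixed top-ranked set picked for dose follow-up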; also: no value below 0 was filed
PMK inhibit pilot replicates: further read-out of PMK inhibit, marked with its call; inhibition, %; measured here: pilot screen replicates
Spn MK inh pilot replicates: recorded beside Spn MK inh, whose call it bears; inhibition, %; measured here: pilot screen replicates
DPM-DC inhibit pilot screen %: further read-out of DPM-DC inhibit, marked with its call; inhibition, %; measured here: pilot screen trials
* hit, by the source's call; i = inactive; x = no result given. Rule as the data show it, unless noted: active = cytotoxicity above about 50%; inactive = the rest.

SMILES	PMK inhibit	HPDE-C7 cytotoxicity	KRASV12 cytotoxicity	Alkaline phosphatase	LYP inhibition	DPM-DC inhibit	Bfl-1 displacement	HT1080 cytotoxicity	Spn MK inh	others
CCCCn1c(SCc2nnc(-c3ccccc3)o2)nc2c1c(=O)n(C)c(=O)n2C	7	-16%	-1%	8%	12%	i	0%	12%	9
CC(=O)Nc1cccc(C(=O)Oc2cccc(C)c2)c1O	17	1%	-4%	6%	x	i	-3%	-4%	9
CC(C)c1nc2sc3c(NCc4ccco4)ncnc3c2c2c1COC(C)(C)C2	5	-10%	-13%	13%	x	i	0%	-11%	6
COc1ccccc1N(CC(=O)Nc1ccc2c(c1)OCO2)S(=O)(=O)c1ccccc1	2	8%	16%	10%	0%	i	-6%	6%	0
CCN1CCN(c2ncc3c(n2)CC(c2ccc(OC)c(OC)c2)CC3=O)CC1 (stereo not drawn)	14	8%	15%	0%	1%	i	0%	-13%	5
CC(Nc1ccc(Br)cn1)c1cc(Cl)ccc1O (stereo not drawn)	5	-3%	-4%	16%	18%	i	-2%	-4%	6
CCOc1ccc(N(CC)C(=O)COc2cc(=O)n(C)c3ccccc23)cc1	4	-1%	13%	13%	4%	i	2%	0%	4	PMK inhibit pilot replicates=6.0;Spn MK inh pilot replicates=2.0;DPM-DC inhibit pilot screen %=5.0
Cc1nc(Nc2ccccc2)[nH]c(=O)c1CCC(C)C	9	-17%	-11%	40%	5%	i	-4%	10%	7
O=C(O)C1C2C=CC(C2)C1C(=O)NCCCn1ccnc1 (stereo not drawn)	0	-10%	-16%	8%	-6%	i	-3%	-11%	12
Cc1ccc(NC(=O)Cn2cnc3c(=O)n(C)c(=O)n(C)c32)c(C)c1	4	1%	0%	4%	x	i	6%	-2%	7
O=C(CCn1nc(-c2ccc(Cl)cc2)ccc1=O)N1CCN(c2ccccn2)CC1	21	13%	19%	19%	9%	i	5%	-2%	0	PMK inhibit pilot replicates=0.0;Spn MK inh pilot replicates=0.0;DPM-DC inhibit pilot screen %=0.0
Cn1c(=O)c2c(ncn2CC(=O)N2CCN(c3ccccc3F)CC2)n(C)c1=O	0	-3%	2%	11%	-2%	i	-5%	4%	1
O=C(CCC1CCCC1)NCc1ccccn1	15	-4%	-7%	4%	x	i	-5%	4%	8
Cc1cc(C(=O)Nc2ccc3c(c2)OCCO3)c(C)o1	2	8%	1%	12%	11%	i	-3%	10%	3
Brc1ccccc1Cn1c(-c2cncs2)nc2ccccc21	0	14%	6%	-2%	-3%	i	-4%	-2%	0
Nc1ccc(N2CCCCC2)cc1N1CCCCC1	0	37%	34%	2%	4%	i	x	-10%	8
Cc1noc(NS(=O)(=O)c2ccc(N/C=C/C(=O)c3cccnc3)cc2)c1C	18	6%	3%	8%	4%	i	-4%	7%	0
CCOC(=O)c1c(NC(=O)CSc2nc(C)cc(C)c2C#N)sc(C(C)=O)c1C	11	-5%	4%	6%	15%	i	4%	-8%	13
Cc1ccc(-c2cc(C(F)(F)F)n3ncc(C(=O)N4CCN(C)CC4)c3n2)cc1	0	-8%	3%	8%	4%	i	-11%	-8%	0
O=C(Cn1nnc(-c2ccc3c(c2)OCO3)n1)NCc1ccco1	14	3%	-13%	4%	11%	i	-3%	x	9

The final 3 records of the section before lead into the next:
SMILES	PMK inhibit	HPDE-C7 cytotoxicity	KRASV12 cytotoxicity	Alkaline phosphatase	LYP inhibition	DPM-DC inhibit	Bfl-1 displacement	HT1080 cytotoxicity	Spn MK inh	others
CCOC(=O)c1c(NC(=O)CSc2nc(C)cc(C)c2C#N)sc(C(C)=O)c1C	11	-5%	4%	6%	15%	i	4%	-8%	13
Cc1ccc(-c2cc(C(F)(F)F)n3ncc(C(=O)N4CCN(C)CC4)c3n2)cc1	0	-8%	3%	8%	4%	i	-11%	-8%	0
O=C(Cn1nnc(-c2ccc3c(c2)OCO3)n1)NCc1ccco1	14	3%	-13%	4%	11%	i	-3%	x	9
CNC(=O)NC(=O)CSc1cccc(C(F)(F)F)c1	12	-6%	-10%	11%	13%	i	2%	2%	7
O=C(c1cc(F)c(F)cc1Cl)N1CCOCC1	1	-18%	-3%	6%	2%	i	4%	0%	1
Cc1cc2ncn(/N=C/c3cc(Br)ccc3O)c2cc1C	0	-3%	12%	9%	11%	i	-9%	0%	1
O=C(CCN1Cc2ccccc2C1)c1ccc2c(c1)OCCO2	7	-7%	-12%	9%	x	i	7%	-2%	1
COc1ccc(C2(O)CC3CCC(C2)N3c2nc(C)cc(C)c2C#N)cc1 (stereo not drawn)	6	25%	35%	10%	0%	i	-4%	11%	2
CCOC(=O)CSc1nnc2n(Cc3ccccc3)c(=O)c3c4c(sc3n12)CCC4	3	23%	13%	10%	10%	i	-2%	2%	10
Cn1c(Cn2nnc3ccccc32)nnc1SCC(=O)NCc1ccc2c(c1)OCO2	15	-2%	-16%	10%	11%	i	-12%	-4%	11
CCC(=O)N1CCN(CCN=CC2=C(O)CC(c3cccs3)CC2=O)CC1 (stereo not drawn)	11	7%	7%	6%	0%	i	4%	-2%	2
CCC1Oc2ccccc2N(CC(=O)NCCN2C(C)CCCC2C)C1=O (stereo not drawn)	13	0%	2%	9%	1%	i	-2%	4%	0
O=C(Nc1ncc2c(n1)CC(c1ccco1)CC2=O)c1ccccc1 (stereo not drawn)	0	-14%	-7%	7%	12%	i	-1%	10%	0
O=S(=O)(Nc1ccc(Cc2ccncc2)cc1)N1CCCC1	8	-10%	-4%	15%	14%	i	4%	-2%	10	PMK inhibit pilot replicates=1.5;Spn MK inh pilot replicates=2.5;DPM-DC inhibit pilot screen %=3.0
CCCCOc1nc2ccccc2nc1C(C#N)C(=O)NC1CCCCC1 (stereo not drawn)	0	11%	13%	16%	0%	i	0%	-1%	4
Cc1ccc(S(=O)(=O)NCCC(=O)Nc2ccc3c(c2)OCO3)cc1	9	5%	6%	8%	-5%	i	-8%	-10%	0
CCOCCCNC(=O)N[C@@H](Cc1ccccc1)C(=O)OC	0	1%	-3%	10%	x	i	-7%	-1%	9
CCOC(=O)c1[nH]c(C)c(C(=O)OCC)c1C	0	-6%	-10%	0%	3%	i	-1%	2%	0
CC1Cc2cc(/C(O)=C3/C(=O)C(=O)N(CCCn4ccnc4)C3c3ccco3)ccc2O1 (stereo not drawn)	11	-6%	-12%	9%	x	i	0%	5%	7
O=C(Nc1ccccn1)Nc1cccs1	15	-9%	-11%	10%	2%	i	-2%	-1%	5
C=CCn1c(C)nc2c(c1=O)c1nc3ccccc3nc1n2-c1ccc(C)cc1	2	-37%	-7%	-1%	21%	i	3%	6%	5
O=C(CSCSCC(=O)Nc1ccc2c(c1)OCO2)Nc1ccc2c(c1)OCO2	8	-7%	-4%	16%	14%	i	2%	2%	0
Cc1onc(-c2ccccc2Cl)c1C(=O)N1CCN(C(=O)c2ccco2)CC1	0	7%	1%	5%	6%	i	4%	0%	6
CCCCCCN=CC1=C(O)C(C(=O)OC)C(C)(C)CC1=O (stereo not drawn)	0	20%	5%	12%	x	i	1%	x	7
O=C(c1ccc(F)cc1)C(CN1CCOCC1)c1ccccc1 (stereo not drawn)	4	x	x	8%	x	i	-6%	61%*	6
COc1ccccc1C(=O)N1CCN(S(=O)(=O)c2ccccc2)CC1	0	11%	10%	2%	x	i	-3%	3%	22
CCN(CC)c1ccc(CNC23CN4CN(CN(C4)C2)C3)cc1	0	-6%	-11%	4%	13%	i	4%	-6%	7
CCOC(=O)c1nn(-c2ccc3c(c2)OCO3)cc1O	15	-5%	2%	3%	12%	x	0%	-4%	0
Cc1cccc(N2CCN(S(=O)(=O)c3ccc4c(c3)CCN4C(=O)CCC(=O)O)CC2)c1C	13	-1%	-1%	19%	x	i	-7%	-4%	5
COc1ccccc1C(=O)n1nc(-c2cccnc2)nc1N	17	-9%	-7%	5%	11%	i	-7%	x	10
O=C(CCC(=O)c1cccs1)OCc1nc2ccccc2s1	7	3%	8%	-1%	x	i	8%	2%	7
CS(=O)(=O)N1CCN(C(=O)c2cc(-c3cccs3)nc3ccccc23)CC1	3	-5%	12%	3%	-1%	x	0%	7%	11
O=C(NCCc1ccco1)c1nn(Cc2ccccc2)c(=O)c2ccccc12	9	x	x	x	x	i	x	-4%	4
CCC1CCCCN1CCCNC(=O)c1ccc(CS(=O)(=O)Cc2ccccc2F)o1 (stereo not drawn)	10	-2%	14%	13%	0%	i	0%	-4%	0	PMK inhibit pilot replicates=5.5;Spn MK inh pilot replicates=0.0;DPM-DC inhibit pilot screen %=0.0
Fc1ccc(CNc2ncnc3c2cnn3-c2ccccc2)cc1	10	x	x	x	11%	i	x	-2%	9
CCOc1ccc(-n2cc(C(=O)NCc3ccco3)c3cc(OC)c(OC)cc3c2=O)cc1	11	9%	14%	5%	1%	i	-3%	-3%	9

4 records picked at random from the list so far, as already listed:
SMILES	PMK inhibit	HPDE-C7 cytotoxicity	KRASV12 cytotoxicity	Alkaline phosphatase	LYP inhibition	DPM-DC inhibit	Bfl-1 displacement	HT1080 cytotoxicity	Spn MK inh	others
O=C(NCCc1ccco1)c1nn(Cc2ccccc2)c(=O)c2ccccc12	9	x	x	x	x	i	x	-4%	4
O=C(Nc1ccccn1)Nc1cccs1	15	-9%	-11%	10%	2%	i	-2%	-1%	5
Cc1ccc(-c2cc(C(F)(F)F)n3ncc(C(=O)N4CCN(C)CC4)c3n2)cc1	0	-8%	3%	8%	4%	i	-11%	-8%	0
C=CCn1c(C)nc2c(c1=O)c1nc3ccccc3nc1n2-c1ccc(C)cc1	2	-37%	-7%	-1%	21%	i	3%	6%	5

Four compounds already listed, ordered by length of the SMILES, falling:
SMILES	PMK inhibit	HPDE-C7 cytotoxicity	KRASV12 cytotoxicity	Alkaline phosphatase	LYP inhibition	DPM-DC inhibit	Bfl-1 displacement	HT1080 cytotoxicity	Spn MK inh	others
CCN(CC)c1ccc(CNC23CN4CN(CN(C4)C2)C3)cc1	0	-6%	-11%	4%	13%	i	4%	-6%	7
CCCCCCN=CC1=C(O)C(C(=O)OC)C(C)(C)CC1=O (stereo not drawn)	0	20%	5%	12%	x	i	1%	x	7
O=C(c1ccc(F)cc1)C(CN1CCOCC1)c1ccccc1 (stereo not drawn)	4	x	x	8%	x	i	-6%	61%*	6
O=C(CCC(=O)c1cccs1)OCc1nc2ccccc2s1	7	3%	8%	-1%	x	i	8%	2%	7
